Assay outcomes (PubChem)
JMJD2A Tudor – qHTS Assay for Inhibitors of JMJD2A-Tudor Domain | Lysine-specific demethylase 4A (Homo sapiens), O75164 | AlphaScreen JMJD2A-Tudor / H3K4me3 peptide binding | Potency, µM (series often up to 114 µM), for inactives: top-dose activity change, negative = inhibition, actives largely listed as inhibitors | 390,000 compounds, 4.4% hits | AID 504339, 2011; note: % is set by controls: 0 for no effect and ±100 for the full control effect; nearly all actives have a fitted effect of over 50% in size
Target sequence (O75164 whole entry, looked up, the tested form may be a part): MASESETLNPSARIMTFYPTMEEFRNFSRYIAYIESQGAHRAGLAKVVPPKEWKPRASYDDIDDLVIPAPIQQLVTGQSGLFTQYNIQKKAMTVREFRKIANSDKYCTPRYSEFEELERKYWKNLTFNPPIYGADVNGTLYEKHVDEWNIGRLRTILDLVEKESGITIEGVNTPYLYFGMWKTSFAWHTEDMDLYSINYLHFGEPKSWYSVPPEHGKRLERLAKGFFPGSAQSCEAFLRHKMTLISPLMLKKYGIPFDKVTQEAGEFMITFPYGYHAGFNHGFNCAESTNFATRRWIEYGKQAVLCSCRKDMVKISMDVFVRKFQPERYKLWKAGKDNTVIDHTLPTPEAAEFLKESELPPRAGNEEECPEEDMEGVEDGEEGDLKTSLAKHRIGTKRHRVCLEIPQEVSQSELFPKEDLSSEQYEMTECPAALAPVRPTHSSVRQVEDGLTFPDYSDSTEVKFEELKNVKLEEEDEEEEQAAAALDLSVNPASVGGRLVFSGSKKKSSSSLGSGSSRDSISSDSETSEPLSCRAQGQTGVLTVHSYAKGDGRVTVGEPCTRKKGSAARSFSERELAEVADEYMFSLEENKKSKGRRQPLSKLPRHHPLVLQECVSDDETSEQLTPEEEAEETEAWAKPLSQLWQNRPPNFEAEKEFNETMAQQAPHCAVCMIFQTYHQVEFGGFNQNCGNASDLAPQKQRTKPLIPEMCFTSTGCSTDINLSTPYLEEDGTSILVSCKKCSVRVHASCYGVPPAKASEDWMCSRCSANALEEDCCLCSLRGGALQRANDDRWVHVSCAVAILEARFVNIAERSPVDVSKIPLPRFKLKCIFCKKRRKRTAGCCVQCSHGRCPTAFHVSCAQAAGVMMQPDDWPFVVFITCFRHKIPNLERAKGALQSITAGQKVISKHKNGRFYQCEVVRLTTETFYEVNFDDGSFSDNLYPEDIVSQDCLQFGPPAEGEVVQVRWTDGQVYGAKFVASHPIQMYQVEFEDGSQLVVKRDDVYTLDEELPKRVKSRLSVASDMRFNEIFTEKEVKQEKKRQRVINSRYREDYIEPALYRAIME
Pol kappa inh – qHTS for Inhibitors of Polymerase Kappa; 400,000 compounds, 0.53% hits; DNA polymerase kappa (Homo sapiens), Q9UBT6; Potency, µM (titrated, usually from 107 µM), for inactives: at the top dose activity, negative = inhibition, hits mostly inhibitors; purified Pol kappa, fluorescent DNA synthesis assay, 10 min; note: % is set by controls: 0 for no effect and ±100 for the full control effect
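First, compounds were pin-transferred onto 10 nM Pol kappa. After 15 min at room temperature, substrate was added to 50 nM final. Fluorescence was then measured kinetically at 0 and 10 min.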
Pol eta inh – qHTS for Inhibitors of Polymerase Eta | DNA polymerase eta (Homo sapiens), Q9Y253 | recombinant Pol eta, fluorescent DNA replication assay | Potency, µM (highest dose often 114 µM), for the others: at the highest dose activity change, negative = inhibition, actives largely listed as inhibitors | 390,000 compounds, 1.2% hits; note: % is set by controls: 0 for no effect and ±100 for the full control effect
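Pol eta (10 nM) was preincubated with compounds for 15 min at room temperature, after which fluorescent replication substrate (50 nM final) was added to start the reaction. Fluorescence was read kinetically at 0 and 10 min.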
Pol beta inh – qHTS Assay for Inhibitors of DNA Polymerase Beta | P06746 | Pol beta primer extension/strand displacement, fluorescence kinetic | Potency, µM (highest dose often 114 µM), inactives show top-dose activity change, negative = inhibition, hits mostly inhibitors | 340,000 compounds, 1.3% hits | AID 485314, 2010; note: % is set by controls: 0 for no effect and ±100 for the full control effect
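Homogeneous kinetic assay of primer extension and strand displacement by 10 nM Pol beta, preincubated 15 min at room temperature with compound before 50 nM substrate (final) was added. Read at 0 and 10 min; four-parameter Hill fit.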
Pol iota inh – qHTS for Inhibitors of Polymerase Iota; DNA polymerase iota (Homo sapiens), Q9UNA4; Pol iota fluorescent replication assay, 10 min; Potency, µM (doses to about 115 µM), without a hit: top-dose activity, negative = inhibition, hits mostly inhibitors; 390,000 compounds, 1% hits
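Fluorescent replication assay read twice, at 0 min and 10 min after adding 50 nM (final) substrate. Enzyme (10 nM) and compounds were first incubated 15 min at room temperature; enzyme-free buffer wells were negative controls.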
BAZ2B inh – qHTS Assay for Inhibitors of BAZ2B; Bromodomain adjacent to zinc finger domain protein 2B (Homo sapiens), Q9UIF8; AID 504333, 2011; Potency, µM (series often up to 114 µM), without a hit: at the highest dose activity change, negative = inhibition, actives largely listed as inhibitors; AlphaScreen BAZ2B-H3K14Ac peptide displacement; 360,000 compounds, 4.4% hits; note: % is set by controls: 0 for no effect and ±100 for the full control effect; nearly all actives have a fitted effect of over 60% in size
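BAZ2B (50 nM) with biotin-H3(5-23)K14Ac peptide (50 nM) in PBS pH 7.4, 0.01% Tween-20, preformed 30 min, then compound 30 min at room temperature; top concentration 110uM. AlphaScreen streptavidin donor/nickel chelate acceptor beads (10 ug/mL final), 20 min dark, signal read.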
BLM helicase inh – qHTS Assay for Inhibitors of Bloom's syndrome helicase (BLM); RecQ-like DNA helicase BLM (Homo sapiens), P54132; recombinant BLM DNA unwinding, fluorescence dequenching; Potency, µM (series often up to 56.1 µM), for the others: top-dose activity change, negative = inhibition, usual class: inhibitors; 350,000 compounds, 0.2% hits; AID 2528, 2010;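 note: plate controls were vehicle for no effect and no enzyme for full effect; nearly all actives have a fitted effect of over 35% in size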
G9a block – qHTS Assay for Inhibitors of Histone Lysine Methyltransferase G9a | G9a H3K9 monomethylation, AlphaScreen, 2 h | Potency, µM (doses to about 102 µM), for inactives: at the highest dose activity, negative = inhibition, most hits filed as inhibitors | 350,000 compounds, 8.8% hits; note: % is set by controls: 0 for no effect and ±100 for the full control effect; nearly all actives have a fitted effect of over 75% in size
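Signal arises when biotinylated H3K9 peptide, once monomethylated, bridges streptavidin donor and antibody-captured acceptor beads. Enzyme at 20 nM was preincubated 15 min with test compounds; peptide 500 nM and SAM 20 uM then reacted for 2 h.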
APEX1 inh – qHTS Assay for Inhibitors of the Human Apurinic/apyrimidinic Endonuclease 1 (APE1) | DNA repair nuclease/redox regulator APEX1 (Homo sapiens), P27695 | recombinant APE1, TAMRA/BHQ-2 abasic DNA cleavage fluorescence | Potency, µM (titrated, usually from 65.8 µM), without a hit: at the highest dose activity change, negative = inhibition, hits mostly inhibitors | 350,000 compounds, 0.35% hits;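 note: plate controls were vehicle for no effect and reference inhibitor for full effect; nearly all actives have a fitted effect of over 55% in size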
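APE1 at 0.75 nM final was preincubated with compound 15 min at room temperature, then 50 nM double-stranded THF abasic-site substrate (5'-TAMRA/3'-BHQ-2) was added. Fluorescence (ex 525/em 598 nm) was read kinetically; third-minus-first read gave activity.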
The depositor's hits bear a star; ? = inconclusive; nt = not tested or not shown; & = joins results of further samples; [ ] = another dose, or the depositor's remark. Calls come from the whole dose curve; as a rule, active = well fitted curve in the direction sought with a large enough effect; inconclusive = small, poorly fitted or top-dose-only effect, or another doubt; inactive = no such curve, though single readings can be large; an effect the other way counts as inactive or inconclusive. Potency is the fitted concentration of half-maximal effect. Not all compounds are listed; count on the stated rates, not on these rows.

SMILES	JMJD2A Tudor	Pol kappa inh	Pol eta inh	Pol beta inh	Pol iota inh	BAZ2B inh	BLM helicase inh	G9a block	APEX1 inh
Cc1ccc2oc(=O)c3cnn(CC(=O)N4CCN(c5cccc(C(F)(F)F)c5)CC4)c3c2c1	-5%	-7%	-9%	13%	26%	-12%	1%	1%[59 µM]	nt
O=S(=O)(c1ccc(SCc2cccc(Cl)c2)nc1)N1CCCC1	102%[activator]	12%	-17%	nt	-14%	61%[activator]	nt	0%[12.7 µM]	9%
Cc1cc(NC(=O)C(C)SCC(=O)N(C)CC(=O)Nc2ccc(F)cc2)no1 (stereo not given)	-4%	-24%	-21%	nt	33%[activator]	-1%	nt	10%[0.501 µM]	15%
CCC1(c2ccccc2)NC(=O)N(CC(=O)Nc2ccc3c(C)cc(=O)oc3c2)C1=O (stereo not given)	-22%	-4%	-17%	nt	18%	9%	nt	-14%[59 µM]	2%
CSc1cccc(NC(=O)c2cc(S(=O)(=O)N3CCCCC3)c[nH]2)c1	-11%	16%	-6%	26%	35%[activator]	-1%	-2%	22%	25%
O=C(NC(Cc1ccccc1)C(=O)N1CCCC(C(F)(F)F)C1)c1ccccc1 (stereo not given)	-19%	-6%	-19%	nt	29%	-4%	nt	-2%	9%
Cc1cccc(OCC(=O)NNC(=O)c2cc(S(=O)(=O)N(C)C)ccc2N2CCCC2)c1	-20%	-14%	-24%	nt	45%[activator]	12%	nt	20%[12.7 µM]	14%
CC(Sc1nnc(-c2ccco2)n1N)C(=O)NC1CCCCC1C (stereo not given)	-14%	-16%	-4%	nt	-5%	-1%	nt	13%[12.7 µM]	-3%
O=C(CN1C(=O)NC2(CCCCCC2)C1=O)N1CCN(c2ccccc2)CC1	-16%	-4%	-18%	nt	17%	8%	nt	7%[12.7 µM]	-6%
COc1ccccc1-n1cnnc1SCC(=O)N1CCOCC1	-12%	1%	-2%	86%	13%	-1%	-4%	6%	20%
O=[N+]([O-])c1ccc(N2CCN(C(=S)Nc3ccc(F)cc3F)CC2)cc1	-35%	-13%	5%	13%	74%[activator]	?	-5%	-13%	3%
CCC(=O)Nc1cc(Cl)ccc1C(=O)O	79µM*	-9%	5%	-19%	11%	?	-4%	-4%[59 µM]	1%
COc1ccc(OCC(=O)Nc2cc(C)c(Cl)cc2OC)c([N+](=O)[O-])c1	-7%	3%	-7%	0%	16%	-8%	-2%	-4%[59 µM]	4%
CC(=O)Nc1cc[n+](C(C)C(=O)c2ccc(Cl)cc2)cc1 (stereo not given)	1%	-21%	-8%	4%	39%[activator]	-11%	4%	-5%	-9%
COc1cccc(-n2cnnn2)c1	-6%	-7%	-4%	20%	7%	?	-9%	17%[59 µM]	5%

Profiles, quoted from the list. Values in the order: JMJD2A Tudor | Pol kappa inh | Pol eta inh | Pol beta inh | Pol iota inh | BAZ2B inh | BLM helicase inh | G9a block | APEX1 inh
COc1ccc(OCC(=O)Nc2cc(C)c(Cl)cc2OC)c([N+](=O)[O-])c1 is entered as -7% | 3% | -7% | 0% | 16% | -8% | -2% | -4%[59 µM] | 4%
O=C(NC(Cc1ccccc1)C(=O)N1CCCC(C(F)(F)F)C1)c1ccccc1 (stereo not given) is entered as -19% | -6% | -19% | nt | 29% | -4% | nt | -2% | 9%

Other entries follow:
SMILES	JMJD2A Tudor	Pol kappa inh	Pol eta inh	Pol beta inh	Pol iota inh	BAZ2B inh	BLM helicase inh	G9a block	APEX1 inh
CCCc1cc(=O)[nH]c2nnc(SCC(=O)Nc3ccc(OC)cc3)n12	-9%	-13%[60.1 µM]	-13%	7%	-7%	-3%	3%	17%[59 µM]	nt
CCn1c(SCC(=O)Nc2oc(C)c3c(C)n[nH]c(=O)c23)nc2sc(C)c(C)c2c1=O	-8%	-12%	-1%	nt	31%[activator]	8%	nt	?	2%
CCOc1ccccc1NC(=O)CSc1nnnn1Cc1ccccc1	13%	4%	-18%	4%	24%	10%	-4%	5%[12.7 µM]	-4%
COc1c(C)cccc1C(=O)Nc1ccc(N2CCN(S(C)(=O)=O)CC2)cc1	-12%	-7%	5%	27%	-3%	-23%	0%	-31%	-6%
Cc1cc(C)cc(N(CCC#N)C(=O)CSC2=Nc3ccccc3C3CC=NN23)c1 (stereo not given)	-29%	-19%	-11%	14%	56%[activator]	-35%	-8%	-11%	-6%
O=C(CN1c2ccccc2Sc2ccccc21)N/N=C/c1ccccc1	-22%	1%	-24%	0%	113%[activator]	?	-13%	-23%[59 µM]	1%
COc1cccc(/C=N/NC(=O)c2nc(-c3ccccc3)cc(-c3ccccc3)n2)c1O	-20%	-9%	-2%	36%	19%	12%	-1%	15%[59 µM]	16%
O=C(COC(=O)c1ccc(Br)o1)Nc1ccc(N2CCOCC2)cc1	-22%	-1%	-2%	nt	17%	-4%	nt	22µM*	14%
COc1ccc(C(=O)NNC2=NCCCCC2)cc1	-21%	5%	-6%	27%	95%[activator]	-36%	1%	32µM*	3%
CC(C)N(Cc1ccccc1)C(=O)C1CCCN(c2ncnc3c2nc2n3CCCCC2)C1 (stereo not given)	-15%	0%	-13%	10%	-6%	-18%	-1%	10%	24%
CCOC(=O)c1c(NC(C)=O)sc2c1CCC(C=O)=C2Sc1ccccc1	?	-7%	-16%	14%	-23%	?	-13%	?	23%
CCOc1ccc(NC(=O)c2oc3ccccc3c2NC(=O)C(C)Oc2ccccc2)cc1 (stereo not given)	-9%	-17%	-25%	1%	12%	-17%	-9%	-4%[59 µM]	nt
Cc1cc(NC(=O)c2cn(C3CCCCC3)c(=O)c3c2c2ccccc2n3C)no1	-30%	6%	-16%	-3%	-12%	-4%	-4%	-10%	-6%
O=C(Nc1nccs1)c1ccc(-c2cccc([N+](=O)[O-])c2)o1	56µM*	-9%	-10%	0%	85%[activator]	-29%	-12%	-5%[59 µM]	-1%
CC(C)Cn1c(/C=C/c2ccccc2)nc2ccccc21	97%[activator]	-10%	-29%	1%[57.1 µM]	-2%	150%[activator]	-7%	189%[activator]	-5%
Cc1nc2c(cnn2CCO)c(=O)[nH]1	-10%	-13%	-6%	nt	18%	nt	nt	nt	nt
COCCNC(=O)C1CC(c2ccc(F)cc2)=NO1 (stereo not given)	-10%	-4%	3%	-6%	-2%	11%	-5%	-3%	7%
Cc1ccc(C)c(NC(=O)C2CC(=O)N(C(C)C)C2)c1 (stereo not given)	-10%[57.1 µM]	1%	-15%	4%	26%	16%	-3%	2%[59 µM]	17%
CCCOC(=O)Cc1c(O)c2ccccc2[nH]c1=O	-8%[11.4 µM]	-5%	-12%	1%	4%	-4%	-3%	19%	17%
O=C(NCC(=O)N(Cc1ccco1)C(C(=O)NC1CCCC1)c1ccncc1)c1cccs1 (stereo not given)	-17%	-8%	-11%	-2%	1%	7%	3%	?	0%
COc1ccccc1N(CC(=O)NC1CCCC1)C(=O)CCCC(=O)Nc1ccccn1	-15%	-14%	1%	46%	37%[activator]	12%	-1%	-24%	65%[activator]
Cn1c(=O)nc2n(Cc3ccccc3)c3cccc(Cl)c3cc-2c1=O	-9%	-11%	-7%	36%	-2%	7%	-1%	?	17%
Cc1ccc(NNC2CC(=O)N(c3cccc(Cl)c3)C2=O)cc1 (stereo not given)	-33%	-9%	-5%	?	13%	?	-11%	10µM*	6%
NC(=O)CSc1oc(-c2ccco2)nc1S(=O)(=O)c1ccc(Cl)cc1	-19%&-20%	-7%&-10%	?	?	75%[activator]	-25%&-6%	-5%&-3%	32µM*	19%
CC(C)NC(=O)Nc1cccc2c1O[C@H](CN(C)S(=O)(=O)c1ccc(F)cc1)[C@@H](C)CN([C@H](C)CO)C2=O	?	-16%	0%	nt	-2%	nt	nt	nt	4%
CCn1c(SCC(=O)Nc2ccc(Br)cn2)nnc1C1CC1	-20%	-7%	-3%	?	-15%	-18%	-10%	23%[12.7 µM]	-11%
COc1ccc(OC)c(NC(=O)Cc2coc3ccc(C(C)C)cc23)c1	?	-7%	-7%	?	-19%	-17%	-14%	-36%[59 µM]	nt
O=C1CCCC/C1=C/Nc1ccc2c(c1)OCO2	-14%	-14%	?	6%	8%	?	-2%	35µM*	4%
COc1cc(OC)c(NC(=O)C(C)n2nc(-c3ccc(C)c(C)c3)ccc2=O)cc1Cl (stereo not given)	?	-8%	-20%	-2%	3%	-29%	-12%	?	nt
CCO/C=C1\N=C(c2ccc(F)cc2)OC1=O	6%	-19%	-5%	-2%	13%	-14%	-2%	?	10%
O=C(c1c[nH]c(C(=O)C(Cl)(Cl)Cl)c1)c1ccc(F)cc1F	-10%	-9%	9%	10%	-16%	6%	-3%	22%[2.33 µM]	-13%
CCOc1ccc(NC(=S)N(CC)Cc2ccccc2)cc1	nt	nt	nt	6%	nt	7%	-5%	-30%	-4%
O=C(O)C1CC(O)CN1C(=O)c1ccco1 (stereo not given)	-9%	-4%	7%	?	3%	8%	2%	8%[59 µM]	-3%
CC(C)CN(CCNC(=O)c1cn(C)c2ccc(S(=O)(=O)N3CCOCC3)cc2c1=O)CC(C)C	-14%	-5%	-22%	0%	13%	nt	-1%	-1%[59 µM]	nt
Cc1cccc(NC(=O)C2CCN(C(=O)N3CCOc4ccccc43)CC2)c1C	-11%	-4%	-1%	14%	-10%	-2%	1%	5%	25%

As a short view, some entries already given.
SMILES	JMJD2A Tudor	Pol kappa inh	Pol eta inh	Pol beta inh	Pol iota inh	BAZ2B inh	BLM helicase inh	G9a block	APEX1 inh
O=C(O)C1CC(O)CN1C(=O)c1ccco1 (stereo not given)	-9%	-4%	7%	?	3%	8%	2%	8%[59 µM]	-3%
CC(C)CN(CCNC(=O)c1cn(C)c2ccc(S(=O)(=O)N3CCOCC3)cc2c1=O)CC(C)C	-14%	-5%	-22%	0%	13%	nt	-1%	-1%[59 µM]	nt
Cc1cccc(NC(=O)C2CCN(C(=O)N3CCOc4ccccc43)CC2)c1C	-11%	-4%	-1%	14%	-10%	-2%	1%	5%	25%
